Salmonella PhoP GFP: inhibitors of PhoP regulon expression, primary screen, Salmonella Typhimurium, GFP reporter (AID 1863) | actives 0.16% (n = 300,000) | inhibition, % at 50 µM; hits with a dose series show IC50 in µM | S. Typhimurium PhoP-regulated promoter GFP reporter, 4 h; higher % means a stronger effect;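 active = inhibition over 29.93%, a cutoff 3 SD above the screen mean, later confirmed by dose response; inconclusive = inhibition over 29.93% but no dose response follow-up; inactive = inhibition at most 29.93% or unconfirmed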;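 also: 0% = low Mg2+ inducing control and 100% = high Mg2+ repressing control; strong numbers were not always called active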
West Nile virus CPE: West Nile virus antiviral activity, cell-based, CPE readout (AID 1621); West Nile virus-infected cells, CPE inhibition; higher % means a stronger effect; CPE inhibition, % at 10 µM; hits with a dose series show IC50 in µM; actives 0.02% (n = 290,000); in the data active = a potency from the dose series; inconclusive = CPE inhibition mostly from about 3.7% at the one dose, without a potency; inactive = the rest, 99 in 100 with CPE inhibition below about 2.2%; also: strong numbers were not always called active
PMI inhibitors: inhibitors of human PMI, primary screen, biochemical, fluorescence intensity, coupled assay (AID 1209). Mannose-6-phosphate isomerase (Homo sapiens). purified PMI enzyme, coupled fluorescence intensity; higher % means a stronger effect. inhibition, % at 20 µM, or IC50 in µM where a hit was titrated. actives 0.42% (n = 190,000);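 also: plate controls were DMSO vehicle for no effect and wells lacking substrate for full effect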
Insulin prom up: insulin promoter activators in MIN6 cells, imaging, high-content screening, mouse beta cells. AID 1625, 2009. z-score at 5 µM. MIN6 insulin promoter-GFP reporter; stronger effect = higher value. actives 0.3% (n = 190,000);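 active = z-score above 3 at 5 µM with at least 500 cells counted in the well; inconclusive = wells under 500 cells, flagged as cytotoxic or low count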
SV40 large T antigen: SV40 large T antigen inhibitors, biochemical (AID 1903); SV40 large T antigen ATPase/helicase inhibition assay; higher % means a stronger effect; actives 0.39% (n = 310,000); inhibition, % at 20 µM; hits with a dose series show IC50 in µM; in the data active = a potency from the dose series; inconclusive = inhibition mostly from about 32% at the one dose, without a potency; inactive = the rest, 99 in 100 with inhibition below about 32%; also: strong numbers were not always called active
RSV CPE inhibition: RSV antiviral activity via CPE protection, HEp-2 cells, primary 10 µM value included (AID 2391). actives 0.13% (n = 310,000). CPE inhibition, % at 10 µM; hits with a dose series show IC50 in µM. HEp-2 cells, RSV-induced CPE inhibition; higher % means a stronger effect; in the data active = a potency from the dose series; inconclusive = CPE inhibition mostly from about 23% at the one dose, without a potency; inactive = the rest, 99 in 100 with CPE inhibition below about 21%; also: strong numbers were not always called active
ER stress rescue: rescue of cells from ER stress-induced death, primary screen, 384-well, CSM14.1, thapsigargin, ATP luminescence (AID 1222). CSM14.1 thapsigargin-induced death rescue, ATP luminescence; higher % means a stronger effect. one-dose cellular ATP content (survival), % at 20 µM; EC50 in µM for titrated hits. 190,000 tested, under 10 active;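 active = EC50 below 50 µM in the dose-response confirmation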;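 also: death triggered by thapsigargin at about 15 µM added after 2 h compound pretreatment; cell ATP read after overnight thapsigargin exposure of roughly 18 to 22 hours; normalized against plate controls of thapsigargin alone and 5% DMSO vehicle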
TNAP activation fold: human TNAP enzyme activators, primary screen, biochemical, luminescent, no phosphate acceptor, uHTS (AID 1001); Alkaline phosphatase, tissue-nonspecific isozyme (Homo sapiens); activation fold at 20 µM, or EC50 in µM where a hit was titrated; purified TNAP, luminescent activation assay, no phosphate acceptor; higher activation fold means a stronger effect; actives 0.03% (n = 200,000); in the data active = activation fold from about 3, or a potency from the dose series; inactive = the rest, 99 in 100 with activation fold below about 1.6; also: many of its hits are not listed in these tables
PMI inhibition: human PMI inhibitors, high substrate, primary screen, biochemical, fluorescence intensity, high mannose 6-phosphate (AID 1220); inhibition, % at 20 µM, or IC50 in µM where a hit was titrated; recombinant PMI enzyme, coupled fluorescence intensity; higher % means a stronger effect; actives 0.66% (n = 190,000)
Insulin prom up cell count: also measured in Insulin prom up; calls as there; cell count; measured here: cytotoxicity, nuclei count;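 total cells summed across four imaged fields per well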
* hit, by the source's call; ? = inconclusive; / = not tested or not shown. Rule as the data show it, unless noted: active = inhibition above about 50%; inactive = the rest.

smiles	Salmonella PhoP GFP	West Nile virus CPE	PMI inhibitors	Insulin prom up	Insulin prom up cell count	SV40 large T antigen	RSV CPE inhibition	ER stress rescue	TNAP activation fold	PMI inhibition
CC(=O)c1cccc(N2C(=O)C3C4CCC(C4=C(C)C)C3C2=O)c1 (stereo not given)	1%	0.2%	-4%	0.4	1217	17%	1.3%	-1.5%	1.1	-3%
Cc1cccc(OCCCCc2c(C)n[nH]c2C)c1C	1%	-0.3%	17%	-2.1	1112	?	1.7%	0.1%	1	2%
Cc1cccc(NCc2ccc(Br)cc2)n1	6%	-0.6%	/	/	/	11%	0.7%	/	/	/
CSc1ncc(F)c(N(CCO)CCO)n1	-4%	-0.2%	-2%	0.1	1371	7%	1.8%	-0.5%	1	2%
O=C(CN1CCN(C(=O)c2ccco2)CC1)Nc1ccc2c(c1)OCCO2	4%	0.0%	11%	-0.41	1507	16%	1.0%	-1.3%	1.1	14%
CC(Nc1ccccc1)c1ccncc1 (stereo not given)	9%	-0.1%	9%	-0.29	1451	8%	1.1%	-1.4%	1.1	13%
O=C(CCOc1ccccc1)Nc1ccccc1	-6%	0.0%	-4%	-0.31	1246	3%	1.1%	2.2%	1.1	3%
CCN(Cc1ccccc1)S(=O)(=O)c1cc(C(=O)NCCCN(C)C)ccc1OC	-2%	-0.4%	-7%	0.6	1357	7%	-0.6%	-0.5%	1	-4%
CC1(C)CCCC2=C1CC1C(=O)N(N)C(=O)C1C2 (stereo not given)	-10%	-0.1%	/	0.15	1320	12%	0.3%	/	/	/
COc1c(C)cc(Br)cc1C(=O)NCc1cccnc1	7%	-0.5%	-17%	/	/	0%	0.1%	-1.8%	1.1	-8%
CC(=O)N(CCC(Cc1ccccc1)c1ccco1)Cc1ccco1 (stereo not given)	-4%	-0.6%	/	-0.2	1040	31%	8.0%	/	/	/
CC1CCCN(C(=O)CSc2nnc(-c3ccco3)n2C)C1 (stereo not given)	0%	0.1%	/	/	/	26%	1.2%	/	/	/
CC1CCC(NC(=O)C2(C)CCC(=O)N2Cc2cccnc2)CC1 (stereo not given)	-1%	0.1%	8%	1.1	1858	5%	2.1%	/	1.1	8%
C=CCn1c(SCC(=O)Nc2cc(C)cc(C)c2)nnc1-c1cnccn1	23%	0.1%	-2%	-0.39	1149	3%	2.6%	-1.2%	1.1	-13%
CCOC(=O)C(C)n1cnc2c(nnn2-c2ccc(C)cc2)c1=O (stereo not given)	5%	0.2%	4%	0.78	970	0%	-0.5%	-0.5%	1.1	5%

One compound at a time, from the list above. Order of screens: Salmonella PhoP GFP | West Nile virus CPE | PMI inhibitors | Insulin prom up | Insulin prom up cell count | SV40 large T antigen | RSV CPE inhibition | ER stress rescue | TNAP activation fold | PMI inhibition
`CCOC(=O)C(C)n1cnc2c(nnn2-c2ccc(C)cc2)c1=O` (stereo not given) in the list: 5% | 0.2% | 4% | 0.78 | 970 | 0% | -0.5% | -0.5% | 1.1 | 5%
`CC(=O)c1cccc(N2C(=O)C3C4CCC(C4=C(C)C)C3C2=O)c1` (stereo not given) in the list: 1% | 0.2% | -4% | 0.4 | 1217 | 17% | 1.3% | -1.5% | 1.1 | -3%
`O=C(CCOc1ccccc1)Nc1ccccc1` in the list: -6% | 0.0% | -4% | -0.31 | 1246 | 3% | 1.1% | 2.2% | 1.1 | 3%

More entries:
smiles	Salmonella PhoP GFP	West Nile virus CPE	PMI inhibitors	Insulin prom up	Insulin prom up cell count	SV40 large T antigen	RSV CPE inhibition	ER stress rescue	TNAP activation fold	PMI inhibition
O=C(OCc1cccc(F)c1)c1ccc2c(c1)-c1ccccc1C2=O	27%	-1.0%	5%	-0.3	1560	14%	9.6%	-1.1%	1.1	5%
Cc1nnc(SCC(=O)N2CC(=O)Nc3ccccc32)n1C	0%	0.2%	-6%	-0.3	871	9%	1.5%	-0.4%	1.2	-5%
CCc1ccc(C(C)NC(=O)c2cc(C)oc2C)cc1 (stereo not given)	8%	-0.6%	9%	0.12	1258	6%	2.9%	-1.0%	1.1	4%
CC(=O)Oc1ccc(C(=O)NCc2ccco2)cc1	3%	0.3%	/	/	/	9%	1.3%	/	/	/
Oc1c(Br)cc(Br)cc1/C=N/NC(=S)N[C@H]1CC2C=CC1C2 (stereo not given in full)	2%	-1.8%	/	0.56	1330	9%	9.2%	/	/	/
CN(Cc1ccc(Cl)cc1Cl)C(=O)CNC(=O)c1ccco1	-2%	-1.0%	/	/	/	24%	1.0%	/	/	/
Cc1ccc(CC(=O)Nc2cccc([N+](=O)[O-])c2)cc1	-4%	-0.9%	6%	-0.01	1589	7%	2.1%	-0.6%	1.1	5%
O=C(Nc1nc(-c2ccc(Cl)cc2Cl)cs1)c1ccc(OCC2CCCO2)cc1 (stereo not given)	-13%	-1.9%	5%	-0.43	1542	9%	-2.2%	7.0%	1.1	11%
Cc1ccc(C)c(OC(C)C(=O)Nc2nccs2)c1 (stereo not given)	-5%	0.1%	/	/	/	-1%	1.2%	/	/	/
COC(=O)N/N=C/c1cn(Cc2c(Cl)cccc2Cl)c2ccccc12	-3%	0.1%	21%	-0.2	2254	17%	14%	-3.7%	1.1	10%
CCOc1ccc(OCCC(=O)Nc2ccc(F)cc2C)cc1	-4%	-0.5%	5%	/	/	8%	1.1%	-0.5%	1.1	9%
COc1cccc(/C=N/Nc2nccnc2Cl)c1O	13%	?	8%	-3.5	947	3%	/	-3.6%	2.8	-29%
COc1ccc(Nc2ncccc2C(=O)Nc2ccccc2)cc1	4%	-0.1%	17%	1.1	1219	1%	13%	1.0%	1.1	12%
CC1CCCCN1C(=O)N[C@@H](Cc1ccccc1)C(=O)O (stereo not given in full)	8%	0.1%	2%	0.66	1203	1%	0.5%	-2.9%	1.1	4%
O=C(N/N=C/c1ccccn1)c1cc(C2CC2)nc2ccccc12	5%	-0.1%	/	/	/	22%	1.7%	/	/	/
S=C(Nc1cccc(Cl)c1Cl)N1CCC2(CC1)OCCO2	7%	0.4%	14%	-0.39	1618	0%	0.3%	-1.1%	1.1	13%
O=C(NCC1c2ccccc2CCN1C(=O)CN1C(=O)c2ccccc2C1=O)C1CCCCC1 (stereo not given)	-1%	-0.1%	-1%	-0.16	971	25%	1.6%	-0.4%	1.1	-4%
COc1ccc(CNC(=O)C2CCCN(S(=O)(=O)N3CCC(C)CC3)C2)c(OC)c1 (stereo not given)	3%	-0.1%	/	/	/	17%	0.5%	/	/	/
Cc1ccc2nc(NC(=O)CSc3nnc(C)c(=O)n3N)sc2c1	-14%	-0.6%	-8%	-0.06	1222	4%	0.0%	0.1%	0.9	0%
O=C(NCCN1CCN(c2ccccc2)CC1)Nc1cccc(Br)c1	15%	-1.9%	/	/	/	1%	9.6%	/	/	/
CC1Cc2ccccc2N1C(=O)c1ccc(N2CCCC2)c([N+](=O)[O-])c1 (stereo not given)	3%	0.5%	16%	-0.99	1438	4%	19%	1.3%	0.8	3%
CCCCc1cc(=O)oc2cc(C)c(CN3CCCC3)c(O)c12	7%	0.0%	6%	/	/	29%	0.9%	/	1.1	2%
CC1CC1C(=O)OCc1cc(=O)n2cc(Br)ccc2n1 (stereo not given)	9%	1.9%	-13%	-0.69	1546	2%	0.9%	-2.5%	1.2	-3%
O=C(Cn1c(C2CC2)nc2ccccc2c1=O)Nc1ccc(Br)cc1	-9%	-0.6%	10%	0.15	1270	-1%	2.9%	0.1%	1	5%
CC(C)CCn1c(=O)c2ccccc2c2ccccc2c1=O	-10%	0.6%	12%	/	/	2%	1.6%	-0.3%	1.1	7%
Cc1ccccc1-c1nnc(SCc2ccccc2)o1	1%	0.0%	6%	-0.64	1253	1%	3.3%	3.2%	1.1	2%
Cc1ccc(C)c(S(=O)(=O)N2CCN(CC(=O)N3CCc4ccccc4C3)CC2)c1	15%	-0.4%	3%	1.9	781	22%	0.2%	-0.3%	1.1	-11%
COc1ccccc1OCCNC(=O)CC(NC(C)=O)c1ccccc1 (stereo not given)	-3%	0.0%	/	/	/	-1%	-0.2%	/	/	/
O=C1CCCN1CCCNC(=S)Nc1ccc(Br)cc1Cl	-5%	-0.8%	/	-0.54	1022	1%	1.4%	-0.5%	1.1	/
CCOc1ccc(N2CSC(=S)N(c3ccc(OCC)cc3)C2)cc1	1%	-0.4%	/	0.29	1054	15%	1.0%	/	/	/
COc1cccc(/C=C(/CC(=O)Nc2ccc(N3CCOCC3)cc2)c2nc3ccccc3s2)c1	2%	0.1%	20%	0.99	1239	18%	3.2%	1.8%	0.9	18%
Cc1ccc(C(=O)Nc2nnc(S(=O)(=O)N3CCC(C)CC3)s2)cc1	-7%	0.1%	/	/	/	11%	?	/	/	/
CCCCN(C(=O)CCC(=O)Nc1cc(C)on1)C(C(=O)NC(C)(C)C)c1ccccc1Cl (stereo not given)	10%	-1.7%	/	/	/	4%	0.4%	/	/	/
COC(=O)Cc1c[nH]c2ccc(OCC(O)CNC(C)C)cc12 (stereo not given)	2%	-0.3%	9%	/	/	24%	1.1%	-1.2%	1.1	15%
O=C(Nc1cccc(NC(=O)c2ccc(Br)cc2)c1)c1ccccc1	6%	-0.7%	/	/	/	11%	1.6%	/	/	/
O=C(NCC1CCCN(C(=O)CN2CCCCC2)C1)c1ccccc1Cl (stereo not given)	-1%	0.7%	/	-0.02	1036	24%	-1.1%	/	/	/
O=S(=O)(NCc1csc(-c2cccs2)n1)c1cccc(C(F)(F)F)c1	-3%	-0.9%	/	-0.25	1489	19%	5.2%	/	/	/
O=C(c1cccc(C(F)(F)F)c1)C1CCCN(C(=O)CN2CCCC2=O)C1 (stereo not given)	6%	-0.3%	-2%	0.26	1722	9%	1.3%	-1.6%	1.1	-2%
c1ccc2c(c1)ncn2Cc1nnc2sc(-c3ccc4c(c3)OCO4)nn12	5%	0.3%	25%	0.21	1440	12%	?	-1.8%	1	12%
CCOc1ccc(NC(=O)C2=C(C)C(=O)OC23CCC(C)CC3)cc1 (stereo not given)	5%	-0.2%	-2%	?	/	7%	2.6%	0.4%	0.9	11%
COC(=O)c1ccc(C(=O)OC)c(NC(=O)CCC(=O)O)c1	-2%	-0.3%	-1%	0.7	1210	9%	0.5%	1.7%	1.1	-4%
COc1ccc(C(=O)CSc2nc(SC)ns2)cc1OC	13%	-0.1%	-2%	-0.08	1258	2%	2.5%	-2.9%	1	4%
Fc1ccc(-c2cc(C(F)(F)F)nc(-n3cccn3)n2)cc1	1%	0.3%	/	0.07	1025	17%	?	/	/	/
CCOc1ccc(NC(=O)N(CCC(C)C)C2CCN(C(C)=O)CC2)cc1	1%	-0.4%	1%	/	/	0%	0.6%	-0.7%	1	2%
Cc1ccc(S(=O)(=O)N2CCN(C(=O)NCc3ccc(C(=O)O)cc3)CC2)cc1	-2%	0.7%	/	/	/	8%	2.1%	/	/	/

Screening results from PubChem.
